Hsp70 act: Hsp70 transcriptional activation, primary screen; HeLa Hsp70 promoter luciferase reporter, luminescence; scaled: vehicle 0, proteasome-inhibitor control 100%; activation, % at 10 µM; 0.04% of 200,000 active; AID 1203;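 active = activation above the mean across all tested compounds plus 3 SD, cutoff set per campaign, cut at about 5.5% in these data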;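 also: 100% = MG132 at 30 µM as the positive control and 0% = DMSO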
TLR4 MyD88 comp: TLR4-MyD88 interaction inhibition in cells. HeLa CL3-4 TLR4/MyD88 BLA complementation, FRET ratio. inhibition, % at 8.4 µM. 0.18% of 200,000 active. AID 861; in the data active = inhibition above about 25%;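 also: 0% = vehicle and 100% = reference inhibitor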
RAM inhibit: blocks the yeast RAM network. S. cerevisiae dse1pr::URA3 reporter, 5-FOA growth OD615, 2 d; analog-sensitive cbk1-as2 kinase mutant strain. inhibition, % at 50 µM. 1.8% of 190,000 active. AID 868;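 active = inhibition above a set limit, 3 SD over mean compound inhibition, cut at about 8.4% in these data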;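 also: 0% = DMSO-only wells with no growth and 100% = 10 µM 1-NA-PP1 full growth; inhibition rescues growth on 5-FOA so higher OD means more RAM inhibition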
Diaphorase inh: counter-screen for diaphorase-based assays: diaphorase inhibitors and chemical oxidizers. diaphorase resazurin-to-resorufin fluorescence, NADH, 16 min; bacterial (C. kluyveri) enzyme, not human. inhibition, % at 20 µM. 0.69% of 190,000 active;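 active = primary screen inhibition at 20 µM above a set limit, cut at about 50% in these data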;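 also: plate controls were DMSO with full reaction for no effect and wells lacking NADH for full effect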
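material = Clostridium kluyveri diaphorase enzyme | amount = 0.14 U/mL diaphorase, enzyme working solution | schedule = incubation 16 min, room temperature | detection = fluorescence of resorufin formed from resazurin, Ex 544/Em 590 nm | benchmarks = positive control minus NADH, DMSO neutral control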
G6PDH CS: counter-screen for G6PDH assay hits: L. mesenteroides G6PDH inhibition; inhibition, % at 5 µM; AID 1020; 0.12% of 200,000 active; Purified L. mesenteroides G6PDH, diaphorase/resazurin coupled fluorescence, 45 min
Diaph act CS: diaphorase activation or chemical reduction counter-screen; Diaphorase/resazurin coupled assay, resorufin fluorescence, 16 min; hits give high values; 1 = vehicle wells, 0 = NADH-free wells; activation factor at 20 µM; 0.005% of 190,000 active;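 active = diaphorase activity raised at least twofold by the compound at 20 µM; inactive = activation factor below 2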
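Material: Purified diaphorase enzyme from Clostridium kluyveri | Buffer or medium: 50 mM HEPES pH 7.4 with 4.542 mM MgCl2, 0.005% Tween 20 | Times: 16 min enzyme reaction, ambient temperature | Signal: Red resorufin fluorescence at 544/590 nm excitation/emission | Measure: Increased resorufin signal from activators or reducing compounds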
PMI activator: activators of human phosphomannose isomerase | purified human PMI, coupled resazurin fluorescence, 20 min; hits give high values; 1 = vehicle control, 0 substrate-free wells | 0.005% of 190,000 active | P34949 | activation factor at 20 µM;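 active = activation factor of 2 or more at 20 µM, relative to plate controls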
Target sequence (P34949 whole entry, looked up): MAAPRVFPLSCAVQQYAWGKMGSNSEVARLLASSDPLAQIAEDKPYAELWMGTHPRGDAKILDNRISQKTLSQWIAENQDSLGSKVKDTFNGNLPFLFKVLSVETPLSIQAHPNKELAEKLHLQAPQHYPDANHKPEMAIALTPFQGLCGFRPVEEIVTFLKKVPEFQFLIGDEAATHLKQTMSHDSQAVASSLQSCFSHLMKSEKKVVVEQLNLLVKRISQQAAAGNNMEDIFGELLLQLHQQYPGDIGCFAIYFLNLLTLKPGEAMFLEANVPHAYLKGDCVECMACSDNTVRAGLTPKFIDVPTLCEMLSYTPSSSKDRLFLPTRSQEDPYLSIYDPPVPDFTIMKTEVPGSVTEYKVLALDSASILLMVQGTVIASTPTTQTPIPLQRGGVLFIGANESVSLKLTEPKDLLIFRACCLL
DTT redox prof: compounds producing H2O2 with reducing agent – biochemical, NIH compound library profiling, artefact control for MLSCN library redox annotation, primary screen; DTT-dependent redox cycling H2O2, phenol red/HRP absorbance; 100% = 100 µM peroxide control, 0% = buffer; activation, % at 10 µM; 0.03% of 200,000 active; AID 878;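 active = activation of at least 50% relative to the plate's high and low controls in the primary single-dose screen; inactive = activation below 50%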;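 also: compound incubated with DTT at 0.8 mM final as the reducing agent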
L major viab: reduces viability of Leishmania major promastigotes; resazurin fluorescence viability; inhibition, % at 10 µM; 9% of 200,000 active; AID 1063;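 also: promastigotes grown with compound for 44 hours at 28 °C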
PMI act hi M6P: PMI (human) activation, high substrate. 0.34% of 190,000 active. activation factor at 20 µM. coupled PMI enzyme assay, resazurin fluorescence, 20 min; hits give high values; 1 = untreated enzyme, 0 = substrate-free blank. AID 1216. P34949;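 active = activation factor of 2 or more at 20 µM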
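Material: human phosphomannose isomerase with PGI, G6PDH, diaphorase coupling enzymes. Quantity: 15 ng/mL PMI. Medium: HEPES pH 7.4 buffer with MgCl2 and Tween-20. Reagent: Near-saturating mannose-6-phosphate, 1.0 mM. Compound: 20 µM single dose. Times: enzyme reaction with compound 20 min at room temperature. Detection: resorufin fluorescence at Ex 544/Em 590 nm.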
S1P3 antag: S1P3 (human) receptor antagonism; Q99500; CHO S1P3 NFAT-BLA reporter, FRET fluorescence, antagonist mode; 0.27% of 170,000 active; inhibition, % at 4.98 µM;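 active = inhibition above the plate cutoff, the mean inhibition of test wells on that plate plus 3 SD, cut at about 28% in these data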;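 also: cells challenged with S1P at its EC80 of 0.8 µM; blue over green emission ratio from cleaved BLA substrate after 4 h stimulation; 0% = S1P-stimulated wells and 100% = unstimulated DMSO-only wells; some compounds past the cut are filed as inactive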
Target sequence (Q99500 whole entry, looked up): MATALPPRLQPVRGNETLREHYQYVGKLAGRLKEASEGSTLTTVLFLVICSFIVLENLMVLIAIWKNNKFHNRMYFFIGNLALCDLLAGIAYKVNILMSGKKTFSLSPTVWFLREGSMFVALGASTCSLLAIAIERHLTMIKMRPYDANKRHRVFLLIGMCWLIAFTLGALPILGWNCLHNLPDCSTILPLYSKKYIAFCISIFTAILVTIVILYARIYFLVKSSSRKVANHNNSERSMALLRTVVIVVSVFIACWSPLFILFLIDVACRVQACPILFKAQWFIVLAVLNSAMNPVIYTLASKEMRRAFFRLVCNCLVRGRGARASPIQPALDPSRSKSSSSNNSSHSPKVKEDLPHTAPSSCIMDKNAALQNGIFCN
* marks the source's active call; other numbers are inactive results; x = not tested or not shown. Rule as the data show it, unless noted: active = inhibition above about 50%; inactive = the rest.

SMILES | Hsp70 act | TLR4 MyD88 comp | RAM inhibit | Diaphorase inh | G6PDH CS | Diaph act CS | PMI activator | DTT redox prof | L major viab | PMI act hi M6P | S1P3 antag
CS(=O)(=O)N(CC(=O)Nc1cccc([N+](=O)[O-])c1)c1ccccc1 | -0.5 | -5 | 1.6 | 14 | 12 | 0.9 | 0.9 | -0.5 | -2 | 0.9 | 2
N=c1c(C(=O)NCc2ccc(F)cc2)cc2c(=O)n3ccccc3nc2n1Cc1cccnc1 | 0.4 | -19 | 1.4 | -4 | 5 | 1 | 1.1 | 0.6 | 71* | 1 | x
CCOc1ccc(N(CC)S(=O)(=O)c2ccc3c(c2)n(C)c(=O)c(=O)n3C)cc1 | -0.2 | 6 | 5.0 | 12 | 8 | 0.9 | 1 | 0.3 | 9 | 1 | x
Cc1cc(C)n(-c2nnc(C)n2/N=C/c2ccc(O)cc2)n1 | -0.5 | -11 | -1.7 | -6 | 6 | 1.1 | 0.9 | -0.7 | -4 | 0.9 | -6
C#CCn1c(-c2cccs2)nc2ccccc21 | 0.1 | -1 | -0.3 | x | 6 | x | x | 0.4 | 9 | x | 5
CC1CCc2c(sc(NC(=O)C(=O)NCc3ccco3)c2C#N)C1 (stereo unspecified) | -0.4 | 11 | 2.7 | 2 | 8 | 1 | 1 | 0.1 | -4 | 1 | x
Cc1noc(NS(=O)(=O)c2ccc(N/C=C/C(=O)c3ccccc3)cc2)c1C | -0.2 | -6 | 11* | 18 | 4 | 0.8 | 1 | 0.2 | -14 | 1 | x
O=c1[nH]c(SCc2ccc(Cl)cc2)nc2ccccc12 | -0.2 | 4 | 4.6 | 5 | 10 | 0.9 | 1 | -0.9 | -4 | 1.1 | 2
C/C(=C1/SC(N2CCOCC2)=NC1=O)c1ccc(Cl)cc1 | -0.1 | 14 | 3.7 | 8 | 4 | 0.9 | 1 | -0.7 | -6 | 1 | 0
COc1c(Cl)cc(-c2noc(C)c2C(=O)NCc2ccc3c(c2)OCO3)cc1Cl | -0.2 | -2 | 3.2 | 22 | 22 | 0.8 | 0.9 | 0.2 | -3 | 0.9 | -18
CSc1cc(-c2ccc(Cl)cc2)c(C(=O)NN)s1 | -0.3 | 1 | 1.0 | 12 | 8 | 0.9 | 1.1 | 1.2 | -6 | 1 | x
Nc1cc(N)nc(SCC(=O)Nc2ccc(Br)cc2Cl)n1 | x | x | -0.2 | 22 | 1 | 0.8 | 0.9 | x | x | 0.9 | 1
Cc1nn(C(C)C(=O)Nc2sc3c(c2C#N)CCCC3)c(C)c1[N+](=O)[O-] (stereo unspecified) | -0.1 | -3 | 1.8 | 12 | 8 | 0.9 | 1 | -7.5 | -3 | 1 | x
Cn1cc(/C=N/n2cnc3scc(-c4ccc(Cl)cc4)c3c2=O)c2ccccc21 | 0.2 | -1 | 3.5 | 2 | 1 | 1 | 0.9 | -0.2 | 59* | 0.9 | 56*
COc1ccc(OC)c(NC(=O)c2ccc(Cl)cc2)c1 | -0.1 | 5 | 0.6 | 9 | 15 | 0.9 | 0.8 | -0.9 | -9 | 0.9 | -15
Cc1nc(N2CCOCC2)c2c(C)c(C(=O)Nc3ccc(C(F)(F)F)cc3)sc2n1 | -0.2 | -4 | 5.8 | 33 | 5 | 0.7 | 0.8 | -1.7 | 59* | 0.8 | -20
O=C(CCCCCNC(=O)c1ccccc1)N/N=C/c1ccco1 | -0.4 | 0 | 4.3 | 0 | 10 | 1 | 1.1 | 0.1 | -3 | 1 | 0
COc1ccc(CN(CC2CCCO2)C(=O)CN2C(=O)COc3ccccc32)cc1OC (stereo unspecified) | 0.0 | -3 | 0.5 | -18 | 12 | 1.2 | 1.2 | 0.9 | -4 | 1.2 | x
COc1ccc(C(C)(C)C)cc1NC(=O)COC(=O)c1ccc([N+](=O)[O-])o1 | 0.0 | -9 | -1.1 | 19 | 0 | 0.8 | 0.9 | -0.8 | 1 | 0.7 | -7
CC1(C(=O)O)CCC(C(=O)Nc2ccccc2)C1(C)C (stereo unspecified) | 0.0 | 6 | -1.0 | 10 | 13 | 0.9 | 0.8 | 3.2 | -4 | 0.9 | -9
CCN=C1SC(C(=O)Nc2ccc(OCC)cc2)CC(=O)N1CC (stereo unspecified) | -0.2 | 9 | -0.1 | 20 | 6 | 0.8 | 1 | 0.0 | -3 | 0.9 | -3
CC1(C(=O)NC2CCCCCCC2)CC1(Cl)Cl (stereo unspecified) | -0.2 | 3 | 2.1 | 12 | -1 | 0.9 | 1 | -3.7 | 18 | 0.9 | x
CCN(CC)C(=O)c1cc2c(=O)n3ccccc3nc2s1 | -0.4 | 4 | 2.3 | 16 | 0 | 0.8 | 1 | -1.6 | 4 | 1 | -12
CC(C)c1cccc(C(C)C)c1NC(=O)CNCc1ccccc1F | -0.4 | 13 | 1.8 | 4 | 0 | 1 | 1 | x | 60* | 1.2 | 10
Cc1cc2nc(SCCOC(=O)Nc3ccccc3)nc(C)c2cc1C | 0.0 | 4 | 2.7 | 21 | -1 | 0.8 | 0.9 | -0.4 | 66* | 0.9 | -1

Fetched by structure from the entries so far, 2 records:
SMILES | Hsp70 act | TLR4 MyD88 comp | RAM inhibit | Diaphorase inh | G6PDH CS | Diaph act CS | PMI activator | DTT redox prof | L major viab | PMI act hi M6P | S1P3 antag
C/C(=C1/SC(N2CCOCC2)=NC1=O)c1ccc(Cl)cc1 | -0.1 | 14 | 3.7 | 8 | 4 | 0.9 | 1 | -0.7 | -6 | 1 | 0
Cc1nc(N2CCOCC2)c2c(C)c(C(=O)Nc3ccc(C(F)(F)F)cc3)sc2n1 | -0.2 | -4 | 5.8 | 33 | 5 | 0.7 | 0.8 | -1.7 | 59* | 0.8 | -20

Remaining list, next part
SMILES | Hsp70 act | TLR4 MyD88 comp | RAM inhibit | Diaphorase inh | G6PDH CS | Diaph act CS | PMI activator | DTT redox prof | L major viab | PMI act hi M6P | S1P3 antag
CN(C)/C=N/c1nc2nccc(-c3cccs3)n2n1 | 0.5 | -12 | 1.8 | 9 | 2 | 0.9 | 1 | -1.6 | 4 | 1 | -12
O=C(CCCc1nc2ccccc2s1)NCc1ccccc1 | 0.1 | 1 | 0.7 | 7 | -4 | 0.9 | 1 | -1.1 | -2 | 1 | -12
CCOC(=O)c1sc2nc(C)nc(SCC(N)=O)c2c1C | -0.4 | 3 | 1.6 | 14 | -11 | 0.9 | 1.1 | -1.0 | -3 | 1.1 | 3
Cn1nnnc1SCC(=O)Nc1ccccc1Cl | -0.3 | 0 | 1.0 | 13 | 2 | 0.9 | 1 | 3.3 | -3 | 1 | -14
COc1ccc(C(=O)N2N=C3CC(C)(C)OCC3C2c2ccccc2)cc1 (stereo unspecified) | -0.1 | -9 | -0.7 | 10 | 8 | 0.9 | 0.9 | 0.6 | 22 | 1 | 7
COc1cccc(CN(C)CC(=O)Nc2ccccc2N2CCOCC2)c1OC | -0.2 | -4 | 1.9 | 2 | 12 | 1 | 1 | 0.4 | 3 | 1 | -26
O=C1CC(Sc2nnnn2C2CCCCC2)C(=O)N1c1ccccc1 (stereo unspecified) | -0.3 | 0 | 2.4 | 11 | 4 | 0.9 | 1.1 | -2.1 | -2 | 1.2 | -54
C=CCc1cc(C)ccc1OCCOCCn1ccnc1 | -0.2 | -2 | 1.9 | 2 | 3 | 1 | 1.1 | 0.0 | 97* | 1.2 | -1
Cn1nnnc1SCC(=O)N1c2ccccc2Sc2ccc(Cl)cc21 | -0.7 | -2 | -0.9 | 10 | -7 | 0.9 | 0.9 | 2.5 | 7 | 1 | 9
O=C(N1CCOCC1)N1CCN(c2ccc(F)cc2)CC1 | 0.7 | -4 | 1.2 | 8 | 9 | 0.9 | 1 | 0.1 | -3 | 1 | x
COc1ccc(OC)c(N=C(N)N=C(N)N)c1 | 0.0 | 1 | 0.0 | 7 | 12 | 0.9 | 1 | -0.2 | -7 | 1 | 8
COc1ccc(/C=N/Nc2nc3ccccc3o2)cc1OC | 0.4 | 2 | 2.7 | 11 | -2 | 0.9 | 1 | 0.3 | -4 | 1 | x
O=C1C2C3C=CC(C3)C2C(=O)N1c1cccc2cccnc12 (stereo unspecified) | -0.1 | -5 | 0.6 | 11 | 6 | 0.9 | 1 | -0.8 | -3 | 0.9 | -6
COc1ccc(C(=O)Nc2ccc(C)c(S(=O)(=O)N3CCCCCC3)c2)cc1 | -0.1 | 10 | 6.6 | 29 | 2 | 0.7 | 0.8 | -0.1 | 20 | 0.8 | 11
CCC(=O)Nc1cc(C(=O)OCC(=O)c2ccc(Cl)cc2Cl)ccc1C | -0.3 | -6 | 1.7 | 4 | 0 | 1 | 1 | -4.1 | -7 | 1 | x
O=C(Cn1nc(-c2ccccc2)ccc1=O)Nc1ccc(NC(=O)c2ccccn2)cc1 | -0.2 | 6 | 2.2 | -9 | -4 | 1.1 | 1 | -1.7 | -2 | 1.1 | -12
CCOC(=O)N1CCN(C2CC(=O)N(c3ccc(C)cc3)C2=O)CC1 (stereo unspecified) | -0.3 | 0 | 2.1 | 5 | 1 | 0.9 | 0.9 | -3.0 | -6 | 0.9 | -18
COc1ccc(C(=O)n2c(C)c(CCO)c(=O)n2C)cc1 | 0.3 | 8 | 0.2 | -3 | 3 | 1 | 1.1 | -1.6 | -11 | 1.1 | 0
CCCCCCn1c(=O)c(Cc2ccccc2)c(O)c2ccccc21 | -0.3 | -15 | 7.3 | 4 | 4 | 1 | 1 | -0.8 | 20 | 0.9 | -3
Nc1nc(SCC(=O)NCc2ccccc2)n[nH]1 | -0.2 | 2 | 0.3 | 13 | 5 | 0.9 | 1.1 | 1.0 | -5 | 1.1 | -16
CC(C)(C)CC(C)(C)NC(=O)c1ccccc1 | 1.9 | 0 | 0.5 | 7 | 6 | 0.9 | 1 | -3.5 | 1 | 1 | -11
Cc1ccc(S(=O)(=O)N2CCN(C(=O)c3cccc(F)c3)CC2)cc1 | -0.2 | 9 | -0.2 | 23 | 0 | 0.8 | 0.9 | 2.7 | 22 | 0.9 | -10

Screens from PubChem BioAssay.

No enrichment for hits, and some 12% of all compounds hit somewhere here.
